RGS4 pot: RGS4 potentiation or activation; HEK293 M3R/inducible RGS4, carbachol calcium flux Fluo4; active compounds read low; B-score at 10 µM; 0.92% of 310,000 active;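 active means B-score of the integrated calcium signal more than 4 SD below the library mean, with starting fluorescence not abnormally high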;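 further: negative B-score means reduced calcium response which marks RGS4 activation or potentiation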
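System: HEK293 FlpIn-TREx cells, stable M3R, doxycycline-inducible RGS4. Timing: overnight RGS4 induction, 30 min dye load 37 °C, 20 min compound RT. Also added: carbachol, ECmax concentration. Measured by: Fluo4 fluorescence kinetic imaging of calcium. Evaluation: integrated calcium ratio converted to B score.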
TRPC6 activator: mouse TRPC6 channel activation; HEK293-TRPC6 membrane potential dye fluorescence; active compounds read high; B-score at 10 µM; 0.13% of 310,000 active;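 active means B-score of the integrated fluorescence ratio above library mean plus 3 SD, and starting fluorescence ratio within library mean plus 5 SD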;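 further: higher score means more depolarization so channel activation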
HDAC3 inhib: human HDAC3 inhibition | O15379 | recombinant HDAC3, fluorogenic peptide/trypsin coupled, fluorescence | inhibition, % at 8.3 µM | 0.15% of 320,000 active; in the data active means inhibition above about 26%, passing the limit was not always enough
Target sequence (O15379 whole entry, looked up): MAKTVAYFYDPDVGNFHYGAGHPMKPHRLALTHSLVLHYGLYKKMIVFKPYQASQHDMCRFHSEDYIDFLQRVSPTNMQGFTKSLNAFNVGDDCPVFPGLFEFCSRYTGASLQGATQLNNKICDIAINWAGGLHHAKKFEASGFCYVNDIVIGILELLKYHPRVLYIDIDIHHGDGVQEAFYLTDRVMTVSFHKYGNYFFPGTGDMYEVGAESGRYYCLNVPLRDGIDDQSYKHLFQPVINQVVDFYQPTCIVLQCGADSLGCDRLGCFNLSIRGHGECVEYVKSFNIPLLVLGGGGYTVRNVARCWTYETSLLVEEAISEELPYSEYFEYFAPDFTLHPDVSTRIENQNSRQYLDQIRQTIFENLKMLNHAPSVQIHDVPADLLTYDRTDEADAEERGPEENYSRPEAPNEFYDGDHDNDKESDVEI
MrgX1 agonist: human MrgX1 receptor agonism, primary screen; Q96LB2; MrgX1-HEK293 cells, Fluo-4 calcium fluorescence, agonist mode; active compounds read high; B-score at 10 µM; 0.44% of 310,000 active;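 active means calcium response B-score plate-corrected fluorescence ratio at least 3 library SD, with starting fluorescence B-score inside 5 SD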
Target sequence (Q96LB2 whole entry, looked up): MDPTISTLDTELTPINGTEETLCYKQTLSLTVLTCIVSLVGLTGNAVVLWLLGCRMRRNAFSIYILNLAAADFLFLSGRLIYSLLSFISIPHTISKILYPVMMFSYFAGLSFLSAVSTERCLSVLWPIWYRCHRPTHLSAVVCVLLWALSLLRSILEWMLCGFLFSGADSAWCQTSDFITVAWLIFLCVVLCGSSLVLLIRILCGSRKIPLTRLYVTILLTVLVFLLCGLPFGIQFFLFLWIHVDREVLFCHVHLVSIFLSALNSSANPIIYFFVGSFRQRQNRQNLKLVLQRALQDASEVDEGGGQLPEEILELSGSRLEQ
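Material – MrgX1-expressing HEK293 cells · Input – 15,000 cells seeded per well · Dosing – compound as first of three additions · Times – overnight seeding, then 1 h dark dye loading · Measured by – kinetic Fluo-4 NW fluorescence of intracellular calcium · Read-out – B-scored fluorescence response ratio · Benchmarks – positive and negative control wells on each plate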
MrgX1 allo act: human MrgX1 positive allosteric modulation, primary screen. AID 588675. 0.63% of 310,000 active. Q96LB2. MrgX1-HEK293, Fluo-4 calcium flux, FDSS; active compounds read high. B-score at 10 µM;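 active means plate-corrected calcium response at least 3 library SD above typical, normal starting fluorescence, not activating the receptor alone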;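 further: compound read alongside a low EC10 to EC30 dose of BAM8-22 agonist; peak minus trough fluorescence over baseline measured at the second addition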
TMEM16A act: mouse TMEM16A channel activation, primary screen | Q8BHY3 | HEK293 TMEM16A/YFP-H148Q/I152L, iodide quench fluorescence; active compounds read low | B-score at 10 µM | 0.3% of 340,000 active | AID 623877;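 active means fluorescence-ratio B-score plate-corrected deviation score at least 3 library SD below zero, with starting fluorescence score within 5 deviations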;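 further: channel opened by trigger with iodide after compound preincubation; score built on the fluorescence ratio of max minus min over baseline; more negative score means more quench and so TMEM16A activation or potentiation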
RGS4 inh: human RGS4 inhibition; HEK293 M3R/RGS4 inducible, Fluo-4 calcium flux; active compounds read high; triggered by carbachol at its EC20; B-score at 10 µM; 0.45% of 310,000 active;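 active means B-score, a plate-corrected calcium signal, over three deviations above library mean, with baseline fluorescence within five deviations of library mean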;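 further: RGS4 expression induced by doxycycline in cells with stable M3 receptor; B-score is computed from the integrated fluorescence ratio over baseline after carbachol; higher B-score means a larger calcium signal and so more RGS4 inhibition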
Target sequence (P49798 whole entry, looked up): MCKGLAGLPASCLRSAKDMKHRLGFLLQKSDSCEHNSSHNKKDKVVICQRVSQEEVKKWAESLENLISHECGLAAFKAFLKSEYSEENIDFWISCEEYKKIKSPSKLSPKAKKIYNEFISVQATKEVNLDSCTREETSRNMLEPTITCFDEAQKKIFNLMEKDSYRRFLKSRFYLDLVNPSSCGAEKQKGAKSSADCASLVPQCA
TMEM16A inh: mouse TMEM16A channel inhibition, primary screen; 1.2% of 310,000 active; normalized B-score (activity score, 25-100; higher = stronger inhibition) at 10 µM; HEK293 TMEM16A/YFP iodide influx fluorescence, ionomycin; AID 588511; Q8BHY3;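 active means ratio plate-corrected score three or more library SD toward inhibition, starting fluorescence score within five deviations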;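 further: score derived from kinetic fluorescence span divided by baseline fluorescence per well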
TRPC6 inh: blocks the mouse TRPC6 cation channel | HEK293-TRPC6, membrane potential dye, ACh-evoked depolarization; active compounds read low | B-score at 10 µM | 1.1% of 310,000 active;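 active means B-score under library mean minus 3 SD, initial fluorescence not abnormally high, positive integrated signal ratio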;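 further: B-score derived from integrated fluorescence ratio over the kinetic read; more negative B-score means stronger inhibition of depolarization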
SKKanGAS inh: inhibitors of SKKanGAS S. pyogenes growth in kanamycin (SK-promoter or general growth effect); BacTiter-Glo, 6 h; inhibition, % at 7.5 µM; 1.3% of 300,000 active;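 active means mean replicate score, as percent of positive control median, at least 50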;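 further: strain carries kanamycin resistance gene driven by streptokinase promoter and grows in 40 µg/ml kanamycin; loss of luminescence reflects streptokinase promoter inhibition or plain growth inhibition; 0% = median of DMSO wells and 100% = positive control at its reference dose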
MrgX1 antagonist: human MrgX1 receptor antagonism, primary screen. MRGX1-HEK293 calcium flux, Fluo-4, BAM8-22 antagonism; active compounds read low. Q96LB2. AID 588676. B-score at 10 µM. 1.3% of 310,000 active;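 active means calcium-response B-score plate-corrected more than 3 library SD below zero, starting fluorescence within 5 deviations, no agonist response on first addition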;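 further: peak minus trough fluorescence over baseline after final BAM8-22 challenge near maximal dose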
The depositor's hits bear a star; i = inactive; nt = no result given.

Below each SMILES – RGS4 pot | TRPC6 activator | HDAC3 inhib | MrgX1 agonist | MrgX1 allo act | TMEM16A act | RGS4 inh | TMEM16A inh | TRPC6 inh | SKKanGAS inh | MrgX1 antagonist
CCc1ccc(C(=O)NNC(=O)c2ccc(=O)n(C)n2)cc1
    i | i | 0 | i | i | i | i | i | i | -4 | i
C/C(Cl)=C/Cn1c(NCCCn2ccnc2)nc2c1c(=O)[nH]c(=O)n2C
    i | i | -2 | i | i | i | i | i | i | 4 | i
CCOC(=O)/C=C/c1ccc(C(F)(F)F)cc1S(=O)(=O)NC(C)(C)C
    i | i | 9 | i | i | i | i | i | i | 4 | i
Nc1nnn(CC(=O)N/N=C/c2cn[nH]c2-c2ccccc2)n1
    i | i | 1 | i | i | i | i | i | i | -7 | i
CCNS(=O)(=O)c1cc(OC)c(Cl)cc1OC
    i | i | 1 | i | i | i | i | i | i | -9 | i
CC(C)(C)OC(=O)N1Cc2ccccc2C[C@H]1C(=O)NCC(=O)NC1CCCCC1
    i | i | -1 | i | i | i | i | i | i | -1 | i
CC(C)(CNC(=O)Cc1ccc(Cl)cc1Cl)N1CCOCC1
    i | i | -4 | i | i | i | i | i | i | 0 | i
O=C1c2cccc3cccc(c23)C(=O)N1CCc1ccccc1
    i | i | -2 | i | i | i | i | i | i | 1 | i
CCOC(=O)C1=C(C)NC(=O)NC1c1ccccc1OCc1c(F)cccc1Cl (stereo not drawn)
    i | i | 10 | i | i | nt | i | i | i | -2 | i
Cc1cc(C)c(NC(=O)c2ccccc2N(C)S(C)(=O)=O)c(C)c1
    i | i | -1 | i | i | i | i | i | i | -5 | i
CC1=C(C#N)C(NC(=O)c2ccco2)(C(F)(F)F)C(=O)N1 (stereo not drawn)
    i | i | 2 | i | i | i | i | i | i | 9 | i
COc1ccc(N2CCN(Cc3nc4c(c(=O)n(C)c(=O)n4C)n3C(C)C(C)=O)CC2)cc1 (stereo not drawn)
    i | i | -1 | i | i | i | i | i | i | 4 | i
O=C1NC(=Nc2ccccc2)c2c1cccc2[N+](=O)[O-]
    i | i | 6 | i | i | i | i | i | i | 6 | i
CS(=O)(=O)N(CCc1ccccc1)CC(=O)NCc1ccncc1
    i | i | 2 | i | i | i | i | i | i | -2 | i
COc1ccc(CNC(=O)CCCn2c(SCC#N)nc3cc4c(cc3c2=O)OCO4)cc1
    nt | nt | 1 | i | i | i | nt | i | nt | nt | i
COc1ccc2c(=O)c(-c3ccc4c(c3)OCO4)coc2c1
    i | i | 0 | i | i | i | i | i | i | 0 | i
COc1ccc(/C=C/C(=O)O)cc1S(=O)(=O)N1CCCc2ccccc21
    i | i | 0 | i | i | i | i | i | i | 0 | i
CSc1ccccc1C(=O)N1CCOCC1
    i | i | -3 | i | i | i | i | i | i | 3 | i
CCOc1ccc(OCC)c(S(=O)(=O)n2ccnc2C)c1
    i | i | 2 | i | i | i | i | i | i | -11 | i
CCCCNC(=O)c1ccc2c(=O)n(CCCOCC)c(=S)[nH]c2c1
    i | i | -1 | i | i | i | i | i | i | -7 | i
O=[N+]([O-])c1ccc(Cl)c(/C=N/n2c(-c3cccnc3)n[nH]c2=S)c1
    i | i | -1 | i | i | nt | i | i | i | -4 | i
O=C1NC2(CCCCC2)Oc2ccccc21
    i | i | 1 | i | i | i | i | i | i | -5 | i
O=C(CSCc1nc2c(nnn2Cc2ccc(F)cc2)c(=O)[nH]1)Nc1c(Cl)cc(Cl)cc1Cl
    i | i | 1 | i | i | i | i | i | i | 23 | i
CCC(=O)N1CCN(c2nc(C)nc3sc(C)c(C)c23)CC1
    i | i | -3 | i | i | i | i | i | i | -8 | i
CCCCC(=O)Nc1nnc(S(=O)(=O)N(C)Cc2ccco2)s1
    i | i | 5 | i | i | i | i | i | i | -11 | i
COc1ccc(N2C(=O)CC(N3CCN(C4CCc5ccccc5C4)CC3)C2=O)cc1 (stereo not drawn)
    i | i | -2 | i | i | i | i | i | i | 7 | i
O=C(Nc1ccc(N2CCOCC2)cc1)C1(S(=O)(=O)c2ccccc2)CC1
    i | i | 5 | i | i | i | i | i | i | 1 | i
Cc1ccc(-n2nc3c(c2NC(=O)c2ccccc2Br)CS(=O)C3)cc1 (stereo not drawn)
    i | i | 2 | i | i | i | i | i | i | -1 | i
COCCNC(=O)c1cc(-c2ccccc2)n(CC2CC(c3ccc(OC)cc3)=NO2)n1 (stereo not drawn)
    i | i | 7 | i | i | i | i | i | i | -1 | i
CC(C)(C)OC(=O)N1Cc2ccccc2C[C@H]1C(=O)NCC(=O)NCC1CCCO1 (stereo partly drawn)
    i | i | -6 | i | i | i | i | i | i | 3 | i
COc1cc(/C=C(/C#N)C(=O)Nc2ccccc2)c(Br)cc1OCc1ccc(C(=O)O)cc1
    i | i | -5 | i | i | i | i | i | i | -1 | i
CCCn1c(COc2ccccc2)nc2ccccc21
    i | i | 2 | i | i | i | i | i | i | 25 | i
CCOC(=O)c1cnc2ccc(OC)cc2c1NCc1ccccc1
    i | i | 4 | i | i | i | i | i | i | -3 | i
O=C(O)C1CCCN1C(=O)Nc1ccc(Cl)cc1 (stereo not drawn)
    i | i | nt | i | i | i | i | i | i | -5 | i
Cc1nnsc1C(=O)NC1CCCc2c1cnn2-c1ccc(C(C)(C)C)cc1 (stereo not drawn)
    i | i | 7 | i | i | i | i | 25* | i | -2 | i
CC(C)NC(=O)c1ccc(Sc2ccccc2)c([N+](=O)[O-])c1
    i | i | 3 | i | i | i | i | i | i | 5 | i
O=C(N/N=C/c1cccn1-c1ccc([N+](=O)[O-])cc1)C(O)c1ccccc1 (stereo not drawn)
    i | i | -5 | i | i | i | i | i | i | -1 | i
c1ccc2c(-c3nn4nnnc4c4ccccc34)cccc2c1
    i | i | 1 | i | i | i | i | i | i | 14 | i
CCNc1nc(NCC)n2c(SCC(=O)c3ccc(C(C)C)cc3)nnc2n1
    i | i | -11 | i | i | i | i | i | i | -19 | i
C=CC(=O)Oc1ccc(N2Cc3ccccc3C2=O)cc1
    i | i | -4 | i | i | i | i | i | i | 5 | i
Cc1cccc(NC(=S)N2CCOCC2)c1C
    i | i | 3 | i | i | i | i | i | i | -2 | i
Cc1coc(C)c1C(=O)CC1(O)C(=O)N(C)c2ccc(Cl)cc21 (stereo not drawn)
    i | i | -1 | i | i | i | i | i | i | 7 | i
CN(C)CCOC(=O)C12CC3CC(C1)CC(C(=O)OCCN(C)C)(C3)C2
    i | i | 1 | i | i | i | i | i | i | -1 | i
COc1ccc(-c2c/c(=N\c3nc(-c4ccccc4)c(C)s3)c3ccccc3o2)cc1O
    i | i | -2 | i | i | i | i | i | i | 59* | i
COc1ccc(N2C(=O)C3C(C2=O)C(C(=O)c2ccc(Cl)cc2)N2CCCC32)cc1 (stereo not drawn)
    i | i | -3 | 72* | i | i | i | i | i | 3 | i
C=C(C)Cn1c(C(C)NC(=O)CCC)nc2ccccc21 (stereo not drawn)
    i | i | -7 | i | i | i | i | i | i | 0 | i
O=C(NCCc1nnc2ccc(SCC(=O)N3CCCC3)nn12)c1ccc(F)cc1
    i | i | -15 | i | i | i | i | i | i | -1 | i
COc1ccc(C(N)CCc2ccco2)cc1 (stereo not drawn)
    i | i | 1 | i | i | i | i | i | i | 5 | i
NC(=O)c1ccccc1OCC(=O)NS(=O)(=O)c1ccccc1
    i | i | -4 | i | i | i | i | i | i | 2 | i
O=C(O)c1cc(N/N=C/c2ccc(OCc3ccccc3)cc2)ccc1Cl
    i | i | 1 | i | i | i | i | i | i | 39 | i
Cn1ncc(Cl)c1C(=O)NNC(=O)Nc1cccc2ccccc12
    i | i | 1 | i | i | i | i | i | i | nt | i
COc1cc(CC(NC(C)=O)C(=O)NC2CCN(C(=O)c3ccc(C)cc3)CC2)cc(OC)c1 (stereo not drawn)
    i | i | -2 | i | i | i | i | i | i | -5 | i
COc1ccc(NC(=O)c2cc(-c3cccs3)on2)cc1OC
    i | i | 3 | i | i | i | i | i | i | -5 | i
O=C(NC(=S)NNS(=O)(=O)c1ccc(Cl)cc1)c1cccnc1
    i | i | 7 | i | i | i | i | i | i | -1 | i
COCCN(C(=O)CCC(=O)Nc1ccccn1)C(C(=O)NCCC(C)C)c1ccc(F)cc1 (stereo not drawn)
    i | i | 6 | i | i | i | i | i | i | -4 | i
CCOc1ccc(C(=O)NCC(=O)NCC(c2cccs2)N2CCOCC2)cc1 (stereo not drawn)
    i | i | 1 | i | i | i | i | i | i | -6 | i
Cc1ccc(/C=N/n2cnc3sc4c(c3c2=O)CCCC4)o1
    i | i | 2 | i | i | i | i | i | i | -5 | i
NC(=O)[C@H]1CC2(CC(c3cccc(NC(=O)CC(c4ccccc4)c4ccccc4)c3)=NO2)CN1C(=O)C(c1ccccc1)c1ccccc1 (stereo partly drawn)
    i | i | 7 | i | i | i | i | i | i | 24 | i
CC1CC/C(=N/Nc2ccccc2)C(=O)N1 (stereo not drawn)
    i | i | 0 | i | i | i | i | i | i | 1 | i
COc1ccc(CN(C)C(=O)CNC(=O)c2ccc(C)cc2)cc1
    i | i | -2 | i | i | i | i | i | i | 1 | i

(further entries)
Below each SMILES – RGS4 pot | TRPC6 activator | HDAC3 inhib | MrgX1 agonist | MrgX1 allo act | TMEM16A act | RGS4 inh | TMEM16A inh | TRPC6 inh | SKKanGAS inh | MrgX1 antagonist
Cc1nnc(-c2ccccc2)c[n+]1[O-]
    i | i | -3 | i | i | i | i | i | i | 0 | i
COc1cccc(-c2cccc(NC(=O)C3CCN(Cc4ccc(C)o4)CC3)c2)c1
    i | i | 1 | i | i | i | i | i | -5.3* | -7 | i
CCOC(=O)C1=C(C)N(CCCC(=O)O)C(=O)NC1c1cccs1 (stereo not drawn)
    i | i | -16 | i | i | i | i | i | i | -4 | i
CC1(C)Cc2c(C#N)c(NCCO)nc(-c3ccco3)c2CO1
    i | i | -24 | i | i | i | i | i | i | 49 | i

Hits appear at their usual frequency; about 6.7% have a hit in one of these screens.
